All columns: NCI-60 one-dose screen, growth in % after 48 h at 10 µM unless noted; 100 = growth as untreated, 0 = no growth, -100 = all killed.
SNB-75: SNB-75 CNS cancer | hit rate 5% among 79,000
CAKI-1: CAKI-1 renal cancer; hit rate 4.7% among 75,000
SF-295: SF-295 CNS cancer cells | hit rate 5.6% among 79,000 | AID 1794758
SNB-19: SNB-19 CNS cancer cells; hit rate 2.5% among 81,000; AID 1794751
U251: U251 CNS tumor cells; hit rate 5.4% among 80,000; AID 1794753
SF-268: SF-268 CNS cancer cells; AID 1794759; hit rate 3.1% among 82,000
NCI-H23: NCI-H23 lung cancer; hit rate 4% among 80,000; AID 1794731
A498: A498 renal cancer cells; hit rate 5.4% among 76,000; AID 1794774
SF-539: SF-539 CNS cancer | hit rate 6.8% among 81,000
The depositor's hits bear a star; / = not tested or not shown; & = joins results of further samples. Rule for the calls: active = growth percent below 10; inactive = the rest. Outcome played no part in choosing rows. Share with any hit: about 10%.

SMILES	SNB-75	CAKI-1	SF-295	SNB-19	U251	SF-268	NCI-H23	A498	SF-539
O=C1Nc2ccc(F)cc2/C1=N/c1nnc(Sc2ccc3[nH]ccc3c2)s1	90	77	99	100	98	93	101	96	109
O=C(C[n+]1ccccc1Br)c1ccccc1	96	111	97	98	102	105	101	108	111
COc1ccc(NC(=S)Nc2ccc(OC)cc2)cc1	109	110	114	101	105	98	104	110	121
COc1ccc(-c2c(C(N)=O)c(N)n(Cc3nc4ccccc4[nH]3)c(=O)c2C#N)c(OC)c1	88	79	104	99	97	102	93	102	98
CCOC(CCC#N)c1ccc(Cl)cc1 (stereo not given)	94	102	103	116	94	103	99	102	87
Cn1ccnc1C(=O)/C=C/c1ccc(NC(=O)c2ccc(S(F)(F)(F)(F)F)cc2)cc1	85	70	71	72	84	79	49	55	83
Cn1c(=O)c2[nH]c(CCCCCCCCc3nc4ccccc4[nH]3)nc2n(C)c1=O	81&94	58&50	36&35	65&67	80&73	98&83	55&47	79&56	75&78
Cc1nn(-c2ccc(Cl)cc2)c(=O)n1CCOc1ccc(Cl)c2cccnc12	97	93	/	101	101	100	88	87	103
O=[N+]([O-])c1ccc(C2CC(c3ccccc3)=Nc3ccccc3S2)cc1 (stereo not given)	57	94	119	86	62	98	94	114	101
CC(=O)Nc1ccc(S(=O)(=O)N(CCOc2ccc(/C(N)=N/Cl)cc2)CCOc2ccc(/C(N)=N\Cl)cc2)cc1	105	101	85	/	99	114	95	101	101
N[C@@H](C(=O)N[C@@H]1C(=O)N2C(C(=O)O)=C(Cl)CS[C@H]12)c1ccccc1	100	94	103	112	105	119	102	111	110
CN(C)CCOc1nc2c3ccncc3cc(-c3cccc(Cl)c3)c2c2cnccc12	40	30	32	28	28	35	30	35	32
c1ccc2cc(C3CC3)ccc2c1	80	89	/	101	98	104	102	97	100
COc1cc(-c2cc(/C=C/C(=O)c3ccc(N)cc3)[nH]n2)cc(OC)c1OC	8.6*	9.5*	23	37	-58*	-9.2*	25	-8.3*	-64*
Cc1nn(-c2ccccc2)c(N2CCCCC2)c1-c1nc2ccc([N+](=O)[O-])cc2[nH]1	91	72	97	101	98	90	95	54	98
O=c1[nH]c2c(s1)CCCC2CN1CCCCC1 (stereo not given)	84	99	104	110	102	99	96	96	105
CC(C)CC(NC(=O)C(Cc1c[nH]c2ccccc12)NC(=O)OC(C)(C)C)C(=O)NN (stereo not given)	72	/	/	102	/	111	113	106	105
CCc1cc2n(n1)-c1ccc(C(=O)OC)cc1Oc1ccccc1-2	73	74	98	104	94	95	93	111	89
CCOC(=O)c1c(Nc2ccc(OC)cc2)n[nH]c1C	97	94	85	101	97	105	99	82	102
CCCNC(=O)NCN1C(=O)c2cccc3cccc(c23)C1=O	103	99	108	105	87	107	101	102	98

3 entries drawn at random from the list so far, as already listed:
SMILES	SNB-75	CAKI-1	SF-295	SNB-19	U251	SF-268	NCI-H23	A498	SF-539
CCc1cc2n(n1)-c1ccc(C(=O)OC)cc1Oc1ccccc1-2	73	74	98	104	94	95	93	111	89
CCCNC(=O)NCN1C(=O)c2cccc3cccc(c23)C1=O	103	99	108	105	87	107	101	102	98
COc1ccc(NC(=S)Nc2ccc(OC)cc2)cc1	109	110	114	101	105	98	104	110	121

Returning to the listing, repeating the five entries before the break.
SMILES	SNB-75	CAKI-1	SF-295	SNB-19	U251	SF-268	NCI-H23	A498	SF-539
O=c1[nH]c2c(s1)CCCC2CN1CCCCC1 (stereo not given)	84	99	104	110	102	99	96	96	105
CC(C)CC(NC(=O)C(Cc1c[nH]c2ccccc12)NC(=O)OC(C)(C)C)C(=O)NN (stereo not given)	72	/	/	102	/	111	113	106	105
CCc1cc2n(n1)-c1ccc(C(=O)OC)cc1Oc1ccccc1-2	73	74	98	104	94	95	93	111	89
CCOC(=O)c1c(Nc2ccc(OC)cc2)n[nH]c1C	97	94	85	101	97	105	99	82	102
CCCNC(=O)NCN1C(=O)c2cccc3cccc(c23)C1=O	103	99	108	105	87	107	101	102	98
CC(C)=CC(=O)N[C@H]1CC[C@]2(C)C3CC[C@]4(C)C(C(C)N(C)C)=CCC4C3CCC2[C@H]1O (stereo not given in full)	65	79	59	100	51	9.0*	65	66	-32*
CN(Nc1ccccc1)C(=O)C1CCC(=O)N1C (stereo not given)	82	95	99	98	104	100	97	111	103
Cc1ccc(C(=O)C(c2c[nH]c3ccccc23)c2c[nH]c3ccccc23)cc1	70	19	82	87	22	51	/	108	70
CCCCCCSc1nnc(-c2c(C)nc3ccc(C)cn23)o1	101	82	92	90	79	100	82	88	92
CN(C)c1ncnc2[nH]ncc12	93&90	99&105	116&105	97&96	101&108	109&108	97&107	91&98	119&102
Cc1cc(NCCN2CCCCC2)c2ccc3ccccc3c2n1	77	78	/	96	75	76	77	55	94
N#Cc1c(N)n(C2OC(CO)C(O)C2O)c2ncnc(N)c12 (stereo not given)	-37*	/	4.2*	6.0*	15	-19*	-8.8*	/	-53*
CCOC(=O)/C=C/COC(=O)[C@@H]1CCCN1C(=O)CN	/	103	106	100	104	115	109	123	99
O=S(=O)(c1ccc(F)cc1)N(CCCCCN(S(=O)(=O)c1ccc(F)cc1)S(=O)(=O)c1ccc(F)cc1)S(=O)(=O)c1ccc(F)cc1	97	89	104	108	97	101	104	102	106
O=C(OC(C(=O)c1ccc(Cl)cc1)c1ccccc1)c1ccc2ccccc2n1 (stereo not given)	80	89	108	91	104	113	80	108	/
COc1ccc(-c2nc(SCc3nc4ccccc4[nH]3)nc(N(CCO)CCO)c2C#N)cc1	87	100	100	90	90	89	101	58	88
COCc1ccc2ccccc2n1	78	61	102	106	96	112	104	107	97
CCOC(=O)c1cc(-c2cccc(Cl)c2)nc2ccccc12	86	128	/	95	93	93	103	90	97
O=C1CCC(NNC(=O)c2ccccc2)N1 (stereo not given)	102	101	100	111	109	100	96	/	113
COc1ccc(C(=O)c2sc3nc(-c4cnccn4)cc(-c4cccs4)c3c2N)cc1	103	94	96	100	105	108	/	103	102
CC(=O)OCC1OC(n2c(Br)nc3c(=O)[nH]c(N)nc32)C(OC(C)=O)C1OC(C)=O (stereo not given)	104	103	/	112	104	116	104	105	96
O=C(CCSCCC(=O)N/N=C/c1cccc(Cl)c1)N/N=C\c1cccc(Cl)c1	89	88	107	111	114	102	116	/	98
COc1cc(-c2nc(Nc3nc4ccccc4[nH]3)nc(N)c2C#N)cc(OC)c1OC	29	57	18	69	57	71	88	/	59
O=C(Cc1ccc(Nc2ccnc(C(F)(F)F)c2)cc1)N/N=C/c1ccccc1O	31	32	30	31	24	29	38	145	24
N#Cc1cccc(-c2nc(N3CCOCC3)c3ccccc3n2)c1	71	87	92	98	99	93	93	/	88
Cc1ccc(Cc2cnc(NC(=O)c3ccc4noc(-c5ccccc5)c4c3)s2)cc1	94	78	96	92	96	99	94	102	95
CCCCn1sc(=O)n(Cc2ccc(CNC(=O)OCc3ccc4c(Cl)cc(Cl)c(O)c4n3)cc2)c1=O	81	55	34	52	41	67	75	91	78
CCN(CC)CCO/N=C1/C=C2CCC3C4CCC([C@H](C)CCCC(C)C)[C@@]4(C)CCC3[C@@]2(C)CC1 (stereo not given in full)	103	102	111	114	106	101	96	108	111
O=C(NOC[C@H](O)CO)c1ccc(F)c(F)c1Nc1ccc(I)cc1F	60	34	75	49	39	60	20	-20*	64
O=C(NNc1nc2cc(F)ccc2n2c(CN3CCCC3)ccc12)c1cnccn1	65	/	6.2*	25	20	22	26	-1.9*	1.5*
CC(=O)c1ccc[n+](C)c1	/	98	115	100	105	109	96	72	109
CN(C)c1ccc(/C=C2\S/C(=N\N=C(c3ccccc3)c3ccccc3)NC2=O)cc1	91	81	95	92	90	97	99	80	103
CCN(CC)CCOC(=O)Nc1c(C(C)C)cccc1C(C)C	110	89	102	100	107	106	109	118	97
Clc1ccc2c(c1)C=C1CCCC3=Cc4cc(Cl)ccc4OC13O2	83	/	100	103	95	100	99	100	100
O=C(O)c1ccc(-n2cc(/C=N/Nc3ccc(Br)cc3)c(-c3cc4ccccc4oc3=O)n2)cc1	95	77	92	88	94	84	97	114	99
COc1ccc(/C(=C/c2cc(OC)c(OC)cc2[N+](=O)[O-])C(=O)O)cc1	94	96	121	106	107	111	103	105	100
COc1cc2c3c(c1)nc(C)n3CCC2	83	/	96	101	92	107	98	100	98
O=C1c2ccccc2C(=O)N1Cc1nnnn1-c1ccc(Br)cc1	85	91	105	102	96	97	102	111	95
CCc1cc2c(cc1Cn1c(C(=O)O)c(Cc3cccc(C(=O)O)c3)c(=O)c3cc(O)ccc31)OCO2	87	91	102	98	95	104	99	109	100
Cc1ccc([N+](=O)[O-])c(C)n1	78	/	98	105	102	99	108	80	90
Clc1ccccc1-c1nc2ccccc2[nH]1	84	77	96	90	/	102	90	110	95
c1ccc(-c2ccc(C(c3ccccc3)n3ccnc3)cc2)cc1 (stereo not given)	95	64	57	89	82	86	64	110	92
CCOC(=O)CC(C(=O)OCC)n1c(O)c(C=Nc2cccnc2)sc1=S (stereo not given)	100	92	95	100	105	102	102	/	99
N=C1SCC(=O)N1c1ncc(Cc2cccc(Cl)c2Cl)s1	96	93	97	95	98	102	99	103	98
Nc1nc2ncccc2n2cc3ccccc3c12	105	85	32	71	60	83	44	94	79
O=C1c2ccccc2C(=O)c2c(N/N=C3\SC(=Nc4ccccc4)N(c4ccccc4)C3=S)cccc21	116	125	102	108	116	133	107	118	105
COc1ccc(OC)c(/C=C2/C(=O)ON=C2C(C)C)c1	103	91	105	101	101	99	96	89	92
C=CCc1cc(Cl)ccc1N1C(=O)CN(Cc2ccccc2)C(=O)C1c1ccccc1 (stereo not given)	73	70	103	93	97	85	97	61	103
CCCCNc1nc(N)ncc1[N+](=O)[O-]	105	/	121	100	96	101	107	92	94
O=C1/C=C(/c2cc3ccccc3o2)Nc2ccccc2NC1=O	102	95	68	95	91	96	98	96	95
COc1ccc2c(c1)C(C)Cc1c(ncnc1-n1cnc3cc(C)ccc31)N2C (stereo not given)	63	23	7.0*	34	19	26	30	6.4*	11
COC(=O)C1=NN(c2ccccc2)C2C3N(c4ccccc4)N=C(C(=O)OC)N3c3c(C)cccc3N12 (stereo not given)	90	105	133	98	99	94	94	63	113
O=c1c2cccc3c(Nc4c(F)cccc4F)ccc(c32)c2nc3ccccc3n12	80	62	/	103	/	98	86	109	100

Exported as labelled records: part of the list above.
smiles: COc1ccc(OC)c(/C=C2/C(=O)ON=C2C(C)C)c1
- SNB-75: 103
- CAKI-1: 91
- SF-295: 105
- SNB-19: 101
- U251: 101
- SF-268: 99
- NCI-H23: 96
- A498: 89
- SF-539: 92

smiles: C=CCc1cc(Cl)ccc1N1C(=O)CN(Cc2ccccc2)C(=O)C1c1ccccc1 (stereo not given)
- SNB-75: 73
- CAKI-1: 70
- SF-295: 103
- SNB-19: 93
- U251: 97
- SF-268: 85
- NCI-H23: 97
- A498: 61
- SF-539: 103

smiles: CCCCNc1nc(N)ncc1[N+](=O)[O-]
- SNB-75: 105
- CAKI-1: /
- SF-295: 121
- SNB-19: 100
- U251: 96
- SF-268: 101
- NCI-H23: 107
- A498: 92
- SF-539: 94
